TbHK1 inh – T. brucei hexokinase 1 inhibition; recombinant TbHK1, G6PDH-coupled NADH A340; inhibition, % at 10 µM; 220,000 compounds, 0.11% hits; AID 1430;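 active = inhibition of 50% or more in the single-dose primary screen; inactive = inhibition below 50%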
Runt-CBFb FRET – inhibitors of human RUNX1 Runt domain binding to CBFb. Q01196+Q13951. Cerulean-Runt/Venus-CBFb FRET ratio 530/480, 1 h. inhibition, % at 20 µM. 220,000 compounds, 0.46% hits. AID 1496;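 active = inhibition over about 50% at 20 µM in the single-dose screen, limit read from the data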;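 note: 0% = DMSO wells and 100% = excess unlabeled CBFb competitor control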
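Assay system: Cerulean-tagged RUNX1 Runt domain (FRET donor) fusion protein / Amount: 100 nM each of Venus-CBFb and Cerulean-Runt domain / Medium: Tris buffer pH 7.5 with salts and BSA / Also added: Venus-CBFb 100 nM / Schedule: 1 h complex formation plus 1 h compound treatment, room temperature / Signal: FRET fluorescence / Read-out: loss of energy transfer signal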
EBV gp42 inh – blocks Epstein-Barr virus glycoprotein 42 binding | Q1HVG2 | Fluorescence polarization binding assay, mP read-out | inhibition, % (tested at 21.74 µM) | 220,000 compounds, 0.42% hits; in the data active = inhibition above about 50%
Target sequence (Q1HVG2 whole entry, looked up): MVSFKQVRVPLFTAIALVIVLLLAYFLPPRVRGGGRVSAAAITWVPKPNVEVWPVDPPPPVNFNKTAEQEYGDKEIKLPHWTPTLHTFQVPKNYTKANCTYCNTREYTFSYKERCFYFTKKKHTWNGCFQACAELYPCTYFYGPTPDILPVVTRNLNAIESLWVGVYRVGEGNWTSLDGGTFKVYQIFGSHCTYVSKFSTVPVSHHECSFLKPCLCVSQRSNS
p47phox inh – inhibitors of human p47phox binding | P14598 | p47phox/p22phox peptide binding, fluorescence polarization, 2 h | inhibition, % at 24.7 µM | 220,000 compounds, 0.53% hits | AID 1274;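 active = inhibition above about 30%, limit read from the data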;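 note: 0% = p47phox with labelled peptide and 100% = labelled peptide alone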
14-3-3 Bad inh – disrupts binding of bovine 14-3-3 zeta to phospho-Bad peptide | 220,000 compounds, 0.71% hits | TR-FRET 14-3-3zeta/Dy647-pBad peptide displacement, 1 h | inhibition, % at 21.7 µM;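 active = inhibition above about 70%, limit read from the data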;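 note: 0% = full 14-3-3 plus peptide FRET controls and 100% = background without 14-3-3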
Target sequence (P63103 whole entry, looked up): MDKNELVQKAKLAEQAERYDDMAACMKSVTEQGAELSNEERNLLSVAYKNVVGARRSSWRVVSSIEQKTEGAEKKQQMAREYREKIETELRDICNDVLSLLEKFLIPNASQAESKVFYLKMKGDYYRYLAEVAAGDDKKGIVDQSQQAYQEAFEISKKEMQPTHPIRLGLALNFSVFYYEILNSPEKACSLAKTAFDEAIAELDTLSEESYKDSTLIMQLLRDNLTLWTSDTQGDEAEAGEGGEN
zVAD death inh – L929 zVAD cell death inhibition; L929 zVAD necroptosis rescue, ATP luminescence, 24 h; with zVAD 60 µM; viability rescue, % at 10 µM; AID 1377; 220,000 compounds, 0.38% hits;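 active = activation, scaled between plate controls, above about 75%, limit read from the data; inactive = activation under that limit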;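 note: 0% = zVAD with DMSO and 100% = DMSO alone without zVAD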
Hck-Nef inh – inhibitors of human Hck kinase activated by Nef; P08631; Recombinant Hck-YEEI plus Nef, Z-Lyte FRET kinase assay; inhibition, % at 20 µM; 220,000 compounds, 0.68% hits; AID 463187;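 active = Hck-Nef kinase inhibition above about 50%, limit read from the data; inactive = inhibition below that limit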;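 note: 0% = DMSO with Hck plus Nef and 100% = Hck alone without Nef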
Mdm2 ligase inh – blocks human Mdm2 ubiquitin ligase activity; 210,000 compounds, 0.11% hits; AID 1230; Q00987; cell-based MDM2 ubiquitination luciferase reporter, 2 h; 0 = plate control, 100 = twice control, blank-subtracted; signal enhancement, % at 5 µM;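 active = signal enhancement of 30% or more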;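 note: luminescence tracks abundance of the self-degrading MDM2-luciferase fusion protein; higher signal means inhibition of MDM2 E3 ligase activity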
Target sequence (Q00987 whole entry, looked up, the tested form may be a part): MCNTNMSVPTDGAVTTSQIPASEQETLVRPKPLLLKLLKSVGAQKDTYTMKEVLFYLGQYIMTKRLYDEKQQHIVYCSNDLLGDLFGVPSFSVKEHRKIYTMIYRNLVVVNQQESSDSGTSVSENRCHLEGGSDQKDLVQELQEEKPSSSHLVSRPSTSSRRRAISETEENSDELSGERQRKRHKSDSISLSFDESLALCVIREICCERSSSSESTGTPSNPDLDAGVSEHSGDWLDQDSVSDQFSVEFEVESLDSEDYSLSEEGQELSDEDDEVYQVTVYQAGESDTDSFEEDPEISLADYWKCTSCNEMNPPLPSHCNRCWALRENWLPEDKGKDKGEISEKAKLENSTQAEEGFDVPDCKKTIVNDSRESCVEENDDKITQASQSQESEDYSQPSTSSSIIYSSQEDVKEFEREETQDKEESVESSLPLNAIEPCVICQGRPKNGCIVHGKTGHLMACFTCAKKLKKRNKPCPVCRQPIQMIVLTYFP
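Assay system: mammalian cells stably expressing self-ubiquitinating, self-degrading MDM2 E3–luciferase fusion. Quantity: 2000 cells in each well. Medium: DMEM culture medium. Compound dosing: single-point 5 µM. Timing: cell settling 4 h, compound treatment 2 h, both 37 °C. Technique: luciferase luminescence. Read-out basis: percent signal gain over controls, blank-subtracted. Benchmarks: plate controls and plate blanks.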
Runt-SMMHC FRET – blocks binding of human RUNX1 Runt domain to CBFb-SMMHC; 220,000 compounds, 0.74% hits; inhibition, % at 20 µM; AID 1434; Q01196+Q13951; Cerulean-Runt/Venus-CBFb-SMMHC FRET ratio 530/480, 1 h;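 active = mean inhibition across duplicate retests at 20 µM reaching about 50%, limit read from the data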;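 note: 0% = DMSO wells and 100% = wells with excess untagged CBFb-SMMHC; inhibitors lower the FRET ratio by blocking Runt binding to CBFb-SMMHC; some results filed as inactive read as strong as hits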
Numbers without * were called inactive; · = not tested or not shown; [ ] = remark or other dose.

SMILES,TbHK1 inh,Runt-CBFb FRET,EBV gp42 inh,p47phox inh,14-3-3 Bad inh,zVAD death inh,Hck-Nef inh,Mdm2 ligase inh,Runt-SMMHC FRET
O=C(Nc1cccc(F)c1)N(Cc1ccc(Cl)cc1)CC(O)C(F)(F)F (centres undefined),4.2,-2.6,5.6,-4.5,4.0,0.4,1.7,-8.7,-1.1
Cc1ccc(Cn2nnc3c(=O)n(CC(=O)c4ccccc4)cnc32)cc1,-12.6,-9.8,2.5,-15.2,5.5,3.5,-0.6,-9.6,3.6
COC(=O)C(Cc1ccc(OC(=O)c2ccccc2C)cc1)N1Cc2ccccc2C1=O (centres undefined),-3.7,-4.1,4.6,-10.2,-6.2,-0.2,1.5,4.5,0.0
CC1(C)CC(=O)C=C(Nc2ccccn2)C1,-22.9,-2.1,-2.1,28.4,-5.9[fluorescence artefact?],0.2,0.4,-13.2,-10.9
COc1ccc(N2C3=[N+](CC2(C)O)c2ccccc2CC3)cc1 (centres undefined),41.5,-0.4,-3.8,-6.1,-13.6[fluorescence artefact?],0.0,3.2,-17.6,4.8
c1ccc(CSc2nnc(Cc3ccccc3)o2)cc1,-1.2,1.0,1.8,-7.3,-5.8,1.5,21.0,·,-2.1
COc1cc(OC)cc(-c2nc3ccccc3c(=O)n2NC(=O)c2cccnc2Cl)c1,32.4,1.4,-5.9,-17.9,2.6,1.1,1.1,-12.2,2.3
O=C(Nc1ccccc1)c1cccc(S(=O)(=O)Nc2ccccn2)c1,-2.0,-0.3,-11.2,-2.2,-3.2,2.4,-3.0,4.1,22.5
Cc1nc2c(C(=O)Nc3ccc(N4CCCC(O)C4)cc3)snc2c(=O)[nH]1 (centres undefined),-20.8,5.2,-12.2,-6.6,4.6,0.5,19.8,·,-1.5
Cc1cc(CN(C)C(=O)CC2C(=O)NCCN2Cc2c(F)cccc2Cl)n[nH]1 (centres undefined),-1.5,-0.3,-4.8,-5.8,-6.8,0.3,7.4,-17.7,-2.5
C=C(C)C1CC=C(C)/C(=N/NC(=O)CCCNc2cccc(C)c2)C1 (centres undefined),1.5,-0.9,-3.8,2.6,-14.6,12.2,20.0,13.3,-1.0
CCOC(=O)CN(Cc1ccc(OC)c(OC)c1)S(=O)(=O)c1ccc(OC)cc1,-9.8,1.3,7.0,-12.7,8.0,-1.1,1.8,6.7,1.3
C[N+]1=C2CCCCCN2C(O)(c2ccccc2)C1 (centres undefined),0.1,-16.6,-51.3,0.7,23.5[fluorescence artefact?],-1.0,-2.7,-22.5,-3.9
Cc1noc(C)c1-c1nc(CS(=O)(=O)c2ccc(Cl)cc2)no1,-4.6,2.3,-15.1,-8.4,-1.6,0.5,8.5,-1.1,-2.3
Cc1ccc(C2(C)NC(=O)N(CC(=O)Nc3cccnc3Cl)C2=O)cc1 (centres undefined),8.3,1.3,4.0,-6.6,-1.8,-1.1,10.7,-6.6,0.1
COc1ccc(C2CC(C(F)(F)F)n3nc(C(N)=O)c(Cl)c3N2)cc1OC (centres undefined),-0.2,0.5,-13.4,-5.2,-1.9[fluorescence artefact?],-0.3,1.7,-3.6,2.7
CC(C)(C)c1ccc(C(=O)CC(Sc2ccc(Cl)cc2)C(=O)O)cc1 (centres undefined),-1.2,47.1,-3.9,0.3,-2.8,-1.1,76.8*,-3.7,42.6
O=C(COC(=O)[C@@H]1CCCN1S(=O)(=O)c1ccc(Cl)cc1)NC12CC3CC(CC(C3)C1)C2,-5.7,-3.5,13.0,-5.6,-0.9[fluorescence artefact?],0.5,1.2,-16.4,-1.2
CN(C)c1ccc(/C=N/NC(=O)c2ccc(Cl)cc2)cc1,1.8,-2.4,-8.2,-3.6,-2.5,0.5,1.0,-19.1,-12.1
Cc1cc(C)nc(N/C(=N/S(=O)(=O)Cc2ccccc2)Nc2ccccc2)n1,-0.1,-7.4,4.0,-8.5,3.5,·,-8.5,-0.2,-4.0
Cc1c(F)cccc1NS(=O)(=O)c1ccccc1C#N,6.0,4.2,-7.7,-2.5,5.7,-0.5,-1.3,12.2,-1.2
CC(C)CC(NC(=O)C(Cc1ccc(OCc2ccccc2)cc1)NC(=O)OC(C)(C)C)C(N)=O (centres undefined),3.2,-1.3,-9.4,14.1,-10.2[fluorescence artefact?],0.1,1.5,-13.9,0.9
CCOC(=O)C(C(=O)Nc1cccc(C)n1)C1CCCCC1 (centres undefined),-4.0,-0.3,-14.5,-8.5,-7.2,0.0,1.3,-29.1,2.9
NC(=O)SCC(=O)Nc1ccc(Cl)cc1,3.3,20.1,3.2,-20.4,16.4,0.1,0.0,-10.2,13.6
COc1ccc(OCC(=O)N/N=C(\C)c2ccc(-n3ccnc3)cc2)cc1,9.7,-1.1,-19.7,-6.8,-24.1,0.5,3.1,-12.0,4.5

Continued.
Screens by letter – A = TbHK1 inh; B = Runt-CBFb FRET; C = EBV gp42 inh; D = p47phox inh; E = 14-3-3 Bad inh; F = zVAD death inh; G = Hck-Nef inh; H = Mdm2 ligase inh; I = Runt-SMMHC FRET
COC(=O)CSc1nc(N)c(C#N)c(C(C)C)c1C#N
  A: -21.4; B: -1.4; C: -22.5; D: -15.8; E: 0.3; F: 0.2; G: 3.9; H: -13.5; I: 3.6
COc1ccc(C)cc1S(=O)(=O)N1c2ccccc2CC1C (centres undefined)
  A: -3.7; B: 2.1; C: -29.3; D: -9.1; E: -3.1; F: -0.1; G: 0.2; H: -14.1; I: 46.7
Cc1nc2sc3c(c2c(=O)[nH]1)CCCCC3
  A: -7.9; B: 2.4; C: -19.1; D: -23.3; E: 1.6; F: 1.4; G: 8.3; H: -52.5; I: -2.3
COc1ccc(CCNC(=O)CSc2nnc(-c3ccc(F)cc3)o2)cc1OC
  A: -2.5; B: -2.5; C: -0.9; D: 2.5; E: -2.5; F: 0.0; G: -0.3; H: -12.2; I: 1.3
CC1(C)Cc2ccccc2-c2nnc(SCC(=O)Nc3nc4ccccc4s3)n21
  A: -3.9; B: -2.3; C: -3.9; D: 7.8; E: 58.2; F: 0.5; G: -0.3; H: -8.9; I: -2.1
Oc1c(Br)cc(Br)cc1C=Nc1ccc2c(c1)OCCO2
  A: -6.3; B: -22.0; C: 5.3; D: ·; E: 20.6; F: -0.4; G: -43.6; H: ·; I: -76.1
NC(=O)c1ccc(NC(=O)COC(=O)CC(NC(=O)c2ccccc2Cl)c2ccccc2)cc1 (centres undefined)
  A: 33.3; B: -2.5; C: -13.8; D: -16.1; E: -10.3; F: 0.0; G: 1.3; H: -13.1; I: -1.0
O=C(CSc1nc2ccccc2n1Cc1ccccc1Cl)N/N=C/c1ccccc1C(=O)O
  A: -4.6; B: -1.4; C: 1.5; D: -20.8; E: -1.5; F: -0.2; G: 1.4; H: -15.3; I: -3.6
O=C(CCC1CCCC1)N1CCN(C(=O)COc2ccccc2)CC1
  A: 2.1; B: -1.4; C: 1.3; D: -9.9; E: 4.5; F: -0.1; G: 1.4; H: -9.7; I: -3.6
COc1ccc(CCN2C(=O)CC(N3CCOCC3)C2=O)cc1OC (centres undefined)
  A: -5.2; B: -0.5; C: -17.2; D: -2.0; E: 8.0; F: -0.1; G: -4.1; H: -0.3; I: 1.5
CCOC(=O)C(=O)N1CCN(c2ccccc2OC)CC1
  A: 0.2; B: 1.9; C: -7.7; D: -1.3; E: -0.9; F: 1.3; G: -33.9; H: -7.8; I: -4.1
COc1ccc(-c2ccc(C#N)c(SCC(=O)NC3CC3)n2)cc1OC
  A: -32.1; B: -0.1; C: -4.8; D: -13.3; E: 6.6; F: 0.4; G: 18.3; H: -3.5; I: -0.6
O=C(CC1(O)C(=O)Nc2ccccc21)c1ccccc1 (centres undefined)
  A: 0.2; B: 0.1; C: -2.3; D: -6.6; E: 6.9; F: -0.9; G: 0.1; H: -12.6; I: -0.5
O=C(O)CSc1nnc(-c2ccccc2O)n1Cc1ccccc1
  A: 7.8; B: 0.0; C: -1.4; D: -10.9; E: 9.4; F: -0.1; G: 0.0; H: 0.5; I: -1.1
COc1ccc(-c2noc(CCC(=O)NC3CCN(Cc4ccccc4)CC3)n2)cc1
  A: -2.7; B: -0.6; C: -15.8; D: -21.5; E: -12.4[fluorescence artefact?]; F: -0.5; G: -2.1; H: -13.2; I: -2.1
N#Cc1c(Cl)cccc1N1CCCC1
  A: -12.1; B: 0.1; C: -9.6; D: -13.2; E: -5.7; F: 0.3; G: 17.0; H: -11.0; I: 0.9

In the list so far, 5 have fluorine:
Screens by letter – A = TbHK1 inh; B = Runt-CBFb FRET; C = EBV gp42 inh; D = p47phox inh; E = 14-3-3 Bad inh; F = zVAD death inh; G = Hck-Nef inh; H = Mdm2 ligase inh; I = Runt-SMMHC FRET
O=C(Nc1cccc(F)c1)N(Cc1ccc(Cl)cc1)CC(O)C(F)(F)F (centres undefined)
  A: 4.2; B: -2.6; C: 5.6; D: -4.5; E: 4.0; F: 0.4; G: 1.7; H: -8.7; I: -1.1
Cc1cc(CN(C)C(=O)CC2C(=O)NCCN2Cc2c(F)cccc2Cl)n[nH]1 (centres undefined)
  A: -1.5; B: -0.3; C: -4.8; D: -5.8; E: -6.8; F: 0.3; G: 7.4; H: -17.7; I: -2.5
COc1ccc(C2CC(C(F)(F)F)n3nc(C(N)=O)c(Cl)c3N2)cc1OC (centres undefined)
  A: -0.2; B: 0.5; C: -13.4; D: -5.2; E: -1.9[fluorescence artefact?]; F: -0.3; G: 1.7; H: -3.6; I: 2.7
Cc1c(F)cccc1NS(=O)(=O)c1ccccc1C#N
  A: 6.0; B: 4.2; C: -7.7; D: -2.5; E: 5.7; F: -0.5; G: -1.3; H: 12.2; I: -1.2
COc1ccc(CCNC(=O)CSc2nnc(-c3ccc(F)cc3)o2)cc1OC
  A: -2.5; B: -2.5; C: -0.9; D: 2.5; E: -2.5; F: 0.0; G: -0.3; H: -12.2; I: 1.3

High-throughput results from PubChem BioAssay.
